Compound activity as filed in PubChem BioAssay.
RNase H inhibition – RNase H inhibition, HIV 1 Gag Pol polyprotein, FRET biochemical assay, screening (AID 372) | HIV-1 RT RNase H, FRET RNA/DNA substrate fluorescence; higher % means a stronger effect | inhibition, % at 10 µM, or IC50 in µM where a hit was titrated | hit rate 0.77% among 100,000; in the data active means inhibition above about 50%
Starred values were filed as active, the others as inactive. These rows are one share of the data. The share of hits here may be higher or lower than overall.

SMILES	RNase H inhibition
Cc1cccc(N2C(=O)S/C(=C/c3cccc([N+](=O)[O-])c3)C2=O)c1	29%
CC1(C)CC(N2CN(C3CC(C)(C)NC(C)(C)C3)CN(C3CC(C)(C)NC(C)(C)C3)C2)CC(C)(C)N1	40%
COc1ccc(C(=O)NC(=S)Nc2cccc3ccccc23)cc1[N+](=O)[O-]	17%
O=C1NC(=S)S/C1=C/C=C/c1ccccc1Cl	48%
Cc1cc(=O)[nH]c(SCC(=O)C2CC2)n1	1%
O=C(N/N=C/c1ccc(-c2ccccc2[N+](=O)[O-])o1)C1COc2ccccc2O1 (stereo not drawn)	44%
CCOc1cccc(NC(=O)/C(C#N)=C\c2cc(C)n(-c3cccc(Cl)c3)c2C)c1	19%
Cc1ccc(Cl)cc1NC(=O)CSc1nc2ccccc2[nH]1	10%
Cc1ccc(-c2csc(/C(C#N)=C/c3ccc(N(C)C)cc3)n2)c(C)c1	5%
CCOc1cc(/C=C2\Sc3ccccc3C2=O)ccc1OCc1ccc([N+](=O)[O-])cc1	9%
CC1CCN(C(=O)CN(c2cccc(C(F)(F)F)c2)S(=O)(=O)c2ccccc2)CC1	16%
COC(=O)CN(c1ccc(OC)cc1)S(C)(=O)=O	0%
COc1cc(/C=C2/SC(=S)N(CC(=O)O)C2=O)ccc1OCc1ccccc1F	10%
CCN(CC)c1ccc(/C=N/NC(=O)/C(=C/c2ccc(OC)cc2)NC(=O)c2ccccc2)c(O)c1	20%
CN(C)c1ccc(C2/C(=C(\O)c3ccccc3)C(=O)C(=O)N2C)cc1 (stereo not drawn)	1%
O=C(Nc1ccc(I)cc1)c1ccc(CN2CCOCC2)cc1	17%
CC(=O)c1ccc(-c2ccc(/C=C3/SC(=S)N(c4ccccc4)C3=O)o2)cc1	49%
Nc1ccc(NCc2cccnc2)c(C(=O)O)c1	0%
COc1ccc2c(c1)CCC(C1(O)C(=O)Nc3ccccc31)C2=O (stereo not drawn)	12%
Cc1cc(/C=N/NC(=O)c2cccnc2)c(C)n1-c1ccccc1	0%
Cc1ccc(N=Cc2ccc(C=Nc3ccc(C)c([N+](=O)[O-])c3)cc2)cc1[N+](=O)[O-]	11%
CC(=O)Nc1ccc(Nc2nc(-c3ccccn3)cs2)cc1	8%
O=C(Nc1cccc(Cl)c1)c1cc(-c2ccc(Br)cc2)nc2ccccc12	0%
O=C(N/N=C/c1ccccn1)c1cccc([N+](=O)[O-])c1	7%
Cc1cc(C)c(N(C(=O)CCl)C(=O)C2CCCN2C(=O)CCl)c(C)c1 (stereo not drawn)	11%
CC(C)OC(=O)c1c(-c2ccccc2Cl)csc1N	6%
CCOc1ccc(NC(=O)c2c(O)c3ccccc3n(CC(C)C)c2=O)cc1	5%
CC(=O)c1ccc(NC(=O)c2ccc(CN(c3ccc(C)c(C)c3)S(C)(=O)=O)cc2)cc1	7%
O=C(CC1Sc2ccccc2NC1=O)Nc1ccc(SC(F)(F)F)cc1 (stereo not drawn)	8%
CCCCNC(=O)n1ccc(C(=O)Nc2ccc(C)cc2C)n1	2%
CC(=O)N1CCN(c2ccc(NC(=O)c3cccc([N+](=O)[O-])c3)cc2)CC1	9%
CCOC(=O)C(C)Oc1ccc2c(oc(=O)c3cc(OC)ccc32)c1C (stereo not drawn)	3%
COc1ccccc1OCCCOc1ccc(Cl)cc1Br	23%
c1ccc(-c2cnc(-c3ccccc3)nc2)cc1	15%
CC(C)(C)c1ccc(C(=O)Nc2ccc(NC(=O)COc3ccccc3[N+](=O)[O-])cc2)cc1	15%
C(=N\N1CCN(Cc2cccc3ccccc23)CC1)/c1cccc(Oc2ccccc2)c1	21%

Brought forward from above: 6 compounds; new compounds follow.
SMILES	RNase H inhibition
CC(=O)N1CCN(c2ccc(NC(=O)c3cccc([N+](=O)[O-])c3)cc2)CC1	9%
CCOC(=O)C(C)Oc1ccc2c(oc(=O)c3cc(OC)ccc32)c1C (stereo not drawn)	3%
COc1ccccc1OCCCOc1ccc(Cl)cc1Br	23%
c1ccc(-c2cnc(-c3ccccc3)nc2)cc1	15%
CC(C)(C)c1ccc(C(=O)Nc2ccc(NC(=O)COc3ccccc3[N+](=O)[O-])cc2)cc1	15%
C(=N\N1CCN(Cc2cccc3ccccc23)CC1)/c1cccc(Oc2ccccc2)c1	21%
Cc1cc2nc(-c3cc(NC(=O)c4ccc(Br)o4)ccc3Cl)oc2cc1C	11%
COc1ccc(CC(=O)Nc2ccc(Br)cc2C)cc1OC	50%*
O=C(Nc1nc2ccccc2n1Cc1ccccc1)c1ccccc1	41%
C=CCn1c(=O)c(C(=O)NCCO)c(O)c2ccccc21	8%
O=C(Nc1ccc(Br)cc1)c1ccc(Cl)cc1Cl	9%
CCOc1ccc(/C=N/NC(=O)C(O)(c2ccccc2)c2ccccc2)c(O)c1	0%
O=[N+]([O-])c1ccc(-c2cc(-c3ccncc3)c3c(ccc4ccccc43)n2)cc1	22%
O=C1NC(=S)N(c2cccc(Br)c2)C(=O)/C1=C\c1ccc(-c2cccc(C(=O)O)c2)o1	44%
O=C(N/N=C/c1ccccc1Br)c1ccc(O)cc1	0%
CCOc1cc(/C=C2\C(=O)NC(=S)N(c3cccc(Br)c3)C2=O)ccc1O	8%
COc1ccc(CCN2C(=O)CC(C(C)c3ccccc3)C2=O)cc1OC (stereo not drawn)	2%
COC(=O)c1ccc(-c2ccc(C=C3C(=O)N(C)C(=O)N(C)C3=O)o2)c(C)c1	4%
O=C1/C(=C/c2cccs2)SC(=S)N1Nc1ccccc1	17%
O=C1C=CC(=NS(=O)(=O)c2ccccc2)c2ccccc21	18%
CCOC(=O)C1=C(C)NC2=C(C(=O)CC(c3ccc(Cl)cc3)C2)C1c1ccc(F)cc1 (stereo not drawn)	7%
O=C(Nc1ccc(F)cc1)/C(=C\c1ccc(Br)cc1)NC(=O)c1ccccc1F	5%
O=C1C(=Cc2ccc(Br)cc2)C(=O)c2ccccc21	3%
OCCNc1ncc(-c2ccccc2)cn1	0%
COc1ccccc1C(=O)Nc1ccc2ccccc2c1	6%
O=C(CSc1nc(O)cc(=O)[nH]1)c1ccc(O)cc1O	1%
NS(=O)(=O)c1ccc(NC2=CC(=O)C(=O)c3ccccc32)cc1	0%
C/C(=C(\C#N)C(=O)NC1CCCCC1)N(C)C	8%
CC1CCCCN1C(=O)/C=C/c1cccc([N+](=O)[O-])c1 (stereo not drawn)	8%
COC(=O)c1cc(OC)c(OC)cc1NC(=O)C(C)c1ccc(CC(C)C)cc1 (stereo not drawn)	28%
COc1ccc(Br)cc1CN1CCN(C(=O)CC(C)C)CC1	0%
CC(C)=CC1C(CNC(=O)C(Cl)(Cl)Cl)C1(C)C (stereo not drawn)	14%
Cc1ccc2nc(-c3ccc(Cl)c(NC(=S)NC(=O)c4cccc(Cl)c4)c3)oc2c1	20%
CCOC(=O)/C=C(\C)NC1CC(C)(C)NC(C)(C)C1	9%
COCCOC(=O)C1=C(C)NC2=C(C(=O)CC(C)(C)C2)C1c1coc2ccccc2c1=O (stereo not drawn)	3%
CC(C)(C)c1ccc(C(=O)N2CCN(C(=O)c3ccc(C(C)(C)C)cc3)CC2)cc1	4%
Cc1ccc(N=C2NC(=O)/C(=C/c3cccc(O)c3)S2)cc1Cl	46%
COc1cc2c(cc1OC)CN(Cc1ccsc1)CC2	7%
Cc1ccc(/C(O)=C2\C(=O)C(=O)N(Cc3cccnc3)C2c2ccc(F)cc2)cc1 (stereo not drawn)	3%
COc1ccc(OC)c(Nc2nc3ccccc3nc2NS(=O)(=O)c2cccc([N+](=O)[O-])c2)c1	14%
COC(=O)C1=C(C)N(CC(C)C)C(=O)/C1=C\c1ccc(C(=O)OC)cc1	5%
CC(C)NCC(=O)NC12CC3CC(CC(C3)C1)C2	8%
CCOc1ccccc1OCCCOc1ccc(C(=O)c2ccccc2)cc1	38%
Cc1ccc(N(CC(=O)Nc2ccc(Cl)cc2)S(=O)(=O)c2ccc(F)cc2)cc1	9%
CCCOC(=O)c1cccc(NC(=O)/C=C/c2ccc(Cl)cc2)c1	6%
CCOc1ccc(C2NC(=O)NC(C)=C2C(=O)OC)cc1OC (stereo not drawn)	12%
C=C(C)COc1c(I)cc(/C=C2/N=C(c3ccc(F)cc3)OC2=O)cc1OC	10%
COc1ccc2c(c1)/C(=N/OC(=O)c1cccs1)CCC2	7%
Cc1ccc(/C=C(\C#N)c2nc(-c3ccc(C)c(C)c3)cs2)o1	23%
O=C(Nc1ccccc1C(=O)NCc1ccco1)c1ccccc1	0%
COC(=O)C1=C(C)N(Cc2ccco2)C(=O)/C1=C\c1ccc(OC)c([N+](=O)[O-])c1	17%
COC(=O)CCN1C(=O)/C(=C\c2cc(Br)c(O)c(OC)c2)SC1=S	34%
Cc1nc(-c2ccccc2)sc1C(N)=O	10%
CCOC(=O)c1sc2nc(-c3cccnc3)ccc2c1N	1%

An excerpt of these results, as comma-separated lines:
SMILES,RNase H inhibition
Cc1ccc(N(CC(=O)Nc2ccc(Cl)cc2)S(=O)(=O)c2ccc(F)cc2)cc1,9%
CCCOC(=O)c1cccc(NC(=O)/C=C/c2ccc(Cl)cc2)c1,6%
CCOc1ccc(C2NC(=O)NC(C)=C2C(=O)OC)cc1OC (stereo not drawn),12%
C=C(C)COc1c(I)cc(/C=C2/N=C(c3ccc(F)cc3)OC2=O)cc1OC,10%

Remaining list, next part.
SMILES	RNase H inhibition
COc1ccc(S(=O)(=O)NNC(=O)c2ccccc2Cl)cc1	0%
O=C(N/N=C/c1ccc(OCc2ccccc2)cc1)c1cc[n+](Cc2ccccc2)cc1	18%
O=C1CCCCC1C(Nc1ccc2ncccc2c1)c1ccc(F)cc1 (stereo not drawn)	23%
CCCC1C(=O)CC(c2ccccc2)NC1c1ccccc1 (stereo not drawn)	2%
COc1ccc2c(c1)cc(C(=O)NN)n2C	3%
CCOc1ccc(C=C2C(=O)c3ccccc3C2=O)cc1Cl	6%
CC1(C)OC2(NC1=O)C1CC3CC(C1)CC2C3 (stereo not drawn)	5%
CCOc1ccccc1NC(=O)C(C)N1C(=O)c2ccccc2C1=O (stereo not drawn)	9%
CCCCOc1ccc(S(=O)(=O)n2c(C)nc3ccccc32)cc1	2%
CCOc1ccccc1N1C(=O)CC(Sc2ccccc2C(=O)O)C1=O (stereo not drawn)	5%
COc1ccc(C(=O)NCCOc2ccc(C)cc2)cc1OC	4%
Cc1ccc(CC(C)CC(=O)Nc2cc(C)ccc2C)cc1 (stereo not drawn)	0%

Among those listed so far, these contain a COOH group:
SMILES	RNase H inhibition
COc1cc(/C=C2/SC(=S)N(CC(=O)O)C2=O)ccc1OCc1ccccc1F	10%
Nc1ccc(NCc2cccnc2)c(C(=O)O)c1	0%
O=C1NC(=S)N(c2cccc(Br)c2)C(=O)/C1=C\c1ccc(-c2cccc(C(=O)O)c2)o1	44%
CCOc1ccccc1N1C(=O)CC(Sc2ccccc2C(=O)O)C1=O (stereo not drawn)	5%

Additional structures
SMILES	RNase H inhibition
COc1ccc(/C(N)=N/OC(=O)c2ccc(C)cc2Cl)cc1OC	0%
COc1ccc(C(=O)NC(=S)Nc2ccc(-c3nc4ccccc4o3)cc2)cc1Br	20%
CC/C(Cc1ccccc1)=N/NC(=O)CCC(=O)Nc1cccc(C)c1	2%
O=C(NC1CCCCC1C(=O)Nc1ccc(Br)cc1C(=O)c1ccccc1)OCc1ccccc1 (stereo not drawn)	15%
CCOP(=O)(OCC)C(/N=C/c1ccccc1)C(F)(F)F (stereo not drawn)	7%
CS(=O)(=O)N(Cc1ccc(Cl)cc1)c1ccc(C(=O)NCc2ccco2)cc1	0%
O=C(Nc1ccc(Br)cc1)c1ccccc1Oc1ccccc1	27%
COc1ccccc1-c1nnc(-c2cc3cc4c5c(c3oc2=O)CCCN5CCC4)o1	0%
CCOC(=O)c1c(-n2ncnc2-c2ccc([N+](=O)[O-])cc2)sc2c1CCCC2	17%
Cc1c(Br)c(C(F)(F)F)nn1CC(=O)Nc1cc(C(F)(F)F)ccc1Cl	12%
Cc1cc(C)c(NC(=O)CN2C(=O)c3ccccc3C2=O)c(C)c1	6%
O=S(=O)(Nc1nc2ccccc2nc1Nc1cccc(O)c1)c1ccc(Cl)cc1	5%

2 consecutive entries from above, for reference:
SMILES	RNase H inhibition
COc1ccc(/C(N)=N/OC(=O)c2ccc(C)cc2Cl)cc1OC	0%
COc1ccc(C(=O)NC(=S)Nc2ccc(-c3nc4ccccc4o3)cc2)cc1Br	20%

Other records.
SMILES	RNase H inhibition
CC1(C)Cc2c(sc(NC(=O)c3ccc(F)cc3)c2C#N)CO1	9%
Cc1cc(Cl)cc(Cl)c1OCC(=O)Nc1ccc2ccccc2c1	3%
N/C(=N\OC(=O)c1cccc(Cl)c1)c1cccnc1	12%
CC(C)(C)C(=O)N/C(N)=N/c1nc2ccccc2s1	6%
CC(C)Oc1ccc(/C=C2/SC(N3CCOCC3)=NC2=O)cc1	38%
CCc1ccc(C(=O)Cn2c(C)[n+](C)c3ccccc32)cc1	1%
NC(=S)N/N=C/c1cccc(OCc2ccccc2)c1	9%
O=C(NCc1ccco1)/C(=C/c1ccc(F)cc1)NC(=O)c1ccccc1Cl	6%
COc1ccc(N(CC(=O)NC(C)(C)C)S(=O)(=O)c2ccc(C)cc2)c(OC)c1	11%
CC(=O)N/N=C/c1cc(C)n(-c2cccc(Cl)c2)c1C	17%
O=C(N/N=C/c1c(Cl)cccc1Cl)c1ccc(Cl)c(Cl)c1	5%
O=C1C2C(C(=O)N1c1cccc(Br)c1)C1C=CC2C12CC2 (stereo not drawn)	1%
COc1ccc(C(=O)Nc2nc(-c3ccccc3)c(C)s2)cc1OC	12%
Cc1ccc(C2/C(=C(\O)c3ccc([N+](=O)[O-])cc3)C(=O)C(=O)N2CCCCCC(=O)O)cc1 (stereo not drawn)	4%
Cc1ccc(COc2ccc3c4c(c(=O)oc3c2)CCCC4)cc1	10%
COc1ccc(C(=O)Nc2cc(Cl)ccc2Cl)cc1NC(=O)C(C)Oc1ccccc1 (stereo not drawn)	9%
S=c1[nH]nc(-c2ccc(Cl)cc2Cl)n1N=Cc1ccccn1	2%
CCOC(=O)C(C(=O)OCC)c1cc(Nc2ccc(C)cc2)c2c3c(onc13)-c1ccccc1C2=O	22%
COc1cc(OC)c(CNc2ccc([N+](=O)[O-])cc2C)cc1Br	7%
COc1cc(/C=c2\sc3nc4ccccc4n3c2=O)cc2sc(=O)oc12	20%
Cn1c(=O)c2c(nc(NCCO)n2C)n(C)c1=O	7%
COc1cc(Nc2ccc(Cl)cc2)c([N+](=O)[O-])nc1[N+](=O)[O-]	1%
